eLon inh – inhibitors of E. coli Lon protease. P0A9M0. purified E. coli Lon protease, fluorescence polarization. inhibition, % at 7.94 µM. hit rate 0.42% among 360,000; in the data active means inhibition above about 13%, passing the limit was not always enough;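 further: 0% = enzyme with probe and DMSO and 100% = no enzyme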
MsrA inh – inhibits bovine methionine sulfoxide reductase A | hit rate 0.75% among 360,000 | purified bovine MsrA, absorbance read-out | inhibition, % at 15.5 µM; in the data active means inhibition above about 4.5%;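 further: 0% = vehicle wells with enzyme and 100% = reference inhibitor wells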
CSN deneddyl inh – blocks human CSN-mediated cullin deneddylation. Q92905. AID 651999. Purified CSN, SCF-Nedd8-OG deneddylation, fluorescence polarization. inhibition, % at 12.5 µM. hit rate 0.38% among 360,000;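 active means pattern-corrected inhibition above about 35%, with an unprinted fluorescence ratio check between 0.5 and 1.5, limit read from the data, passing the limit was not always enough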;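 further: 0% = enzyme with substrate and 100% = substrate without enzyme; some results filed as inactive read as strong as hits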
Target sequence (Q92905 whole entry, looked up, one chain of several): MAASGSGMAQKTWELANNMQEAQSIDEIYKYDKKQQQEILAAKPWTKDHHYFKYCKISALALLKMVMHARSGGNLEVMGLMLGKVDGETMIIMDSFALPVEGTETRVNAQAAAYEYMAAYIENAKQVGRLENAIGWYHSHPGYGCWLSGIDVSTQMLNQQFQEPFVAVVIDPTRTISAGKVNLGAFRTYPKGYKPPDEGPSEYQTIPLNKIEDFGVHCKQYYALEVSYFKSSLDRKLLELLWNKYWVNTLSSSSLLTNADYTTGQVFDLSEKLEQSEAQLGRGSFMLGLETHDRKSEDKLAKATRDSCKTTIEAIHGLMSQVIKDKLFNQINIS
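Schedule: reaction 90 min, room temperature / Assay system: HEK293T-derived human Csn5 enzyme / Input: Csn5 at 0.24 nM final / Measure: inhibition of Csn5 cleavage, % / Control set: substrate-only high control, full reaction low control / Technique: fluorescence polarization of the substrate / Buffer or medium: Tris/NaCl/DTT buffer, pH 7.5 / Reagent: SCFSkp2-Nedd8OG substrate at 10 nM final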
Neddylation inh – cullin neddylation inhibition; hit rate 0.58% among 360,000; P61081+Q13564; calls only at 25 µM; TR-FRET cullin neddylation, biochemical; in the data active means inhibition above about 36%
Target sequence (P61081 whole entry, looked up): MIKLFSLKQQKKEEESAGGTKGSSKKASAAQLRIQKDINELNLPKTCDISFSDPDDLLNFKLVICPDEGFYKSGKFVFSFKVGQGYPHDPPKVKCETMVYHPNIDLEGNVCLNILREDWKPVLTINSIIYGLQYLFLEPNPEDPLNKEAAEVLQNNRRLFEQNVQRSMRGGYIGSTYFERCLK
Target sequence (Q13564 whole entry, looked up): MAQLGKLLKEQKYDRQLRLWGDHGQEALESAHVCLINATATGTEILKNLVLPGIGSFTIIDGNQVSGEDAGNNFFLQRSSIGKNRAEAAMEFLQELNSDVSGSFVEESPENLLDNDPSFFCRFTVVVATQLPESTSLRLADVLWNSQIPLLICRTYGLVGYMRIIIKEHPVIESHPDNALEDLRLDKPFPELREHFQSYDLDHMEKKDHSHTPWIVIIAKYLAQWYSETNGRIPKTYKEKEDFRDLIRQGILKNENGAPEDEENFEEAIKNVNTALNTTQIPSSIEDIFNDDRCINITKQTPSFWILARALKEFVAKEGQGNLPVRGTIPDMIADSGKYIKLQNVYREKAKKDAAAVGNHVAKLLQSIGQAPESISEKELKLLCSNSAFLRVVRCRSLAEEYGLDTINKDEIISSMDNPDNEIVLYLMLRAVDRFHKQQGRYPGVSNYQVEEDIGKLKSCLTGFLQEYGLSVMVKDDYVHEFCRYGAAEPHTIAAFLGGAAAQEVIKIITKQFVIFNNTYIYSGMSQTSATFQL
FAS-TE inh – blocks the thioesterase domain of human fatty acid synthase | P49327 | hit rate 0.67% among 360,000 | recombinant FAS-TE, OMFH fluorogenic substrate, fluorescence endpoint | AID 602261 | inhibition, % at 15 µM;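 active means compounds whose normalised, plate-corrected inhibition of enzyme fluorescence in the single-dose primary screen is 50% or more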;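 further: 0% = DMSO with enzyme and 100% = substrate without enzyme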
Tb MetRS inh – blocks T. brucei methionyl-tRNA synthetase activity. purified T. brucei MetRS, ATP depletion, Kinase-Glo luminescence. AID 624268. hit rate 0.4% among 360,000. inhibition, % at 11.9 µM;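 active means inhibition above a per-plate cutoff of the control wells' mean inhibition plus 3 SD, cut at about 5.5% in these data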;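 further: 0% = DMSO wells median and 100% = median of wells with control inhibitor compound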
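System: purified T. brucei MetRS enzyme / Detection: Kinase-Glo luciferase luminescence reporting remaining unconsumed ATP / Medium: HEPES buffer with MgCl2, KCl, DTT, spermine, BSA, pyrophosphatase / Replication: singlicate, one well per compound / Evaluation: percent inhibition relative to median high and low control wells / Schedule: 2 h aminoacylation at 25 °C after 15 min preincubation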
MLLE-PAM2 inh – blocks PAM2 peptide binding to the PABP1 MLLE domain | GST-MLLE / FITC-PAM2 fluorescence polarization | inhibition, % at 20 µM | hit rate 0.36% among 360,000; in the data active means inhibition above about 35%, passing the limit was not always enough;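 further: plate controls were DMSO wells with GST-MLLE for no effect and wells lacking GST-MLLE protein for full effect; some results filed as inactive read as strong as hits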
Rin1 Abl inh – blocks binding of human Rin1 to Abl; P00519+Q13671; AID 588664; inhibition, % at 7.35 µM; TR-FRET Rin1/Abl binding, biochemical; hit rate 0.4% among 360,000; in the data active means inhibition above about 5%, passing the limit was not always enough
bovine MsrA act – activates bovine MsrA enzyme; activation, % at 10.6 µM; AID 602163; purified bovine MsrA, absorbance read-out; hit rate 0.3% among 360,000; in the data active means activation above about 7.5%;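 further: 0% = vehicle and 100% = reference activator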
An asterisk follows results filed as active.

`O=C(c1ccc(OC2CCN(CCc3ccccc3)CC2)cc1)N1CCCC(CO)C1` (stereo not drawn) gave eLon inh -15, MsrA inh 0.0, CSN deneddyl inh -1, Neddylation inh inactive, FAS-TE inh -5, Tb MetRS inh -0.9, MLLE-PAM2 inh 0, Rin1 Abl inh 1 and bovine MsrA act -3.
Screening COc1cc(C2CC(=O)C=C(O)C2)cc(OC)c1OC (stereo not drawn) returned eLon inh -8, MsrA inh -0.2, CSN deneddyl inh -1, Neddylation inh inactive, FAS-TE inh -6, Tb MetRS inh -1.4, MLLE-PAM2 inh 7, Rin1 Abl inh -2 and bovine MsrA act -12.
Screening O=C(CN1CCOCC1)NN=C1CCCCCCCCCCC1 returned eLon inh -2, MsrA inh 0.5, CSN deneddyl inh -4, Neddylation inh inactive, FAS-TE inh -8, Tb MetRS inh -1.1, MLLE-PAM2 inh 4, Rin1 Abl inh -4 and bovine MsrA act -2.
CN(CC(=O)NNC(=O)CNC(=O)c1cccs1)S(=O)(=O)c1ccc(Cl)cc1 was read as eLon inh 13, MsrA inh 0.2, CSN deneddyl inh 3, Neddylation inh inactive, FAS-TE inh -7, Tb MetRS inh -0.4, MLLE-PAM2 inh -10, Rin1 Abl inh 0 and bovine MsrA act -1.
CCCCNC(=O)C1(C)CCN1C(=O)c1cccc(OC(C)=O)c1C (stereo not drawn) was read as eLon inh 3, MsrA inh -1.1, CSN deneddyl inh 3, Neddylation inh inactive, FAS-TE inh -7, Tb MetRS inh 0.5, MLLE-PAM2 inh -5, Rin1 Abl inh 4 and bovine MsrA act 2.
`Cc1cccc(CCN(CC(=O)NCc2ccc(F)cc2)C(=O)c2csnn2)c1` gave eLon inh 0, MsrA inh -0.6, CSN deneddyl inh 2, Neddylation inh inactive, FAS-TE inh 7, Tb MetRS inh -0.9, MLLE-PAM2 inh 2, Rin1 Abl inh 0 and bovine MsrA act -7.
Screening O=C(c1cc(-c2cccnc2)nc2ccc(Cl)cc12)N1CCN(S(=O)(=O)c2cccs2)CC1 returned eLon inh -6, MsrA inh 0.3, CSN deneddyl inh 2, Neddylation inh inactive, FAS-TE inh 1, Tb MetRS inh -0.7, MLLE-PAM2 inh 3, Rin1 Abl inh -4 and bovine MsrA act -3.
For CCOC(=O)C1C(=O)NC(c2ccccc2)=NC1c1ccc(O)c(OC)c1 (stereo not drawn) the results were eLon inh 3, MsrA inh 0.8, CSN deneddyl inh -1, Neddylation inh inactive, FAS-TE inh -4, Tb MetRS inh 0.1, MLLE-PAM2 inh -15, Rin1 Abl inh -1 and bovine MsrA act -1.
For CCSc1ccc(-c2cc(NC=O)c3ncc(-c4cccc(C(=O)NCCN(C)C)c4)n3c2)cc1 the results were eLon inh -21, MsrA inh -0.4, CSN deneddyl inh 22, Neddylation inh inactive, FAS-TE inh 11, Tb MetRS inh -0.4, MLLE-PAM2 inh -14, Rin1 Abl inh -3 and bovine MsrA act -1.
For Cc1cc(N(CN2CCCC2=O)C(=O)c2ccc(OC(C)C)cc2)no1 the results were eLon inh -6, MsrA inh -0.7, CSN deneddyl inh 0, Neddylation inh inactive, FAS-TE inh -4, Tb MetRS inh 0.1, MLLE-PAM2 inh -7, Rin1 Abl inh -2 and bovine MsrA act -3.
Screening O=C(OCCN(CCOC(=O)c1ccncc1)S(=O)(=O)c1cccs1)c1ccncc1 returned eLon inh -9, MsrA inh 0.5, CSN deneddyl inh 1, Neddylation inh inactive, FAS-TE inh -5, Tb MetRS inh 0.0, MLLE-PAM2 inh -8, Rin1 Abl inh -1 and bovine MsrA act 3.
For CCC(C(=O)NC1CCCC1)N(C(=O)c1snc(C(N)=O)c1N)c1ccc(C)cc1C (stereo not drawn) the results were eLon inh -3, MsrA inh 1.5, CSN deneddyl inh -3, FAS-TE inh 10, Tb MetRS inh 0.0, MLLE-PAM2 inh -8, Rin1 Abl inh 2 and bovine MsrA act -2.
Screening Cc1ccc(N(C(=O)C(F)(F)F)C(C(=O)NC2CCCCC2)c2ccncc2)cc1C (stereo not drawn) returned eLon inh -4, MsrA inh -0.7, CSN deneddyl inh 1, Neddylation inh inactive, FAS-TE inh -10, Tb MetRS inh -0.4, MLLE-PAM2 inh 1, Rin1 Abl inh 4 and bovine MsrA act 0.
For Cc1ccccc1C(=O)NC(C)C(c1cccs1)N1CCOCC1 (stereo not drawn) the results were eLon inh 1, MsrA inh -0.8, CSN deneddyl inh -2, Neddylation inh inactive, FAS-TE inh -4, Tb MetRS inh -0.1, MLLE-PAM2 inh 4, Rin1 Abl inh -3 and bovine MsrA act 0.
O=C1OC(Cc2ccccc2)C(c2ccccc2)C1=O (stereo not drawn) was read as eLon inh -11, MsrA inh 1.9, CSN deneddyl inh 5, Neddylation inh inactive, FAS-TE inh -6, Tb MetRS inh -0.2, MLLE-PAM2 inh -3, Rin1 Abl inh 5 and bovine MsrA act -6.
For O=C(Nc1ccccc1N1CCOCC1)c1ccc2nc[nH]c2c1 the results were eLon inh 0, MsrA inh -1.5, CSN deneddyl inh -4, Neddylation inh inactive, FAS-TE inh -3, Tb MetRS inh -0.9, MLLE-PAM2 inh -4, Rin1 Abl inh -3 and bovine MsrA act -4.
`CC(C)=CCC[C@H](C)C[C@@H]1CC2=C(C(=O)OC(C)(C)O2)[C@H](c2ccc(F)cc2)O1` gave eLon inh 6, MsrA inh -0.5, CSN deneddyl inh -2, Neddylation inh inactive, FAS-TE inh 21, Tb MetRS inh -0.1, MLLE-PAM2 inh -9, Rin1 Abl inh 4 and bovine MsrA act 0.
For CCCC(c1nnnn1Cc1ccc(OC)cc1)N1CCN(c2ccccc2OC)CC1 (stereo not drawn) the results were eLon inh -5, MsrA inh -0.3, CSN deneddyl inh 0, Neddylation inh inactive, FAS-TE inh 11, Tb MetRS inh -1.8, MLLE-PAM2 inh 17, Rin1 Abl inh -1 and bovine MsrA act -2.
Screening O=C(Nc1nc2c(s1)CCCC2)c1nn(Cc2ccccc2)c(=O)c2ccccc12 returned eLon inh -4, MsrA inh -0.2, CSN deneddyl inh -2, Neddylation inh inactive, FAS-TE inh 13, Tb MetRS inh 0.3, MLLE-PAM2 inh -7, Rin1 Abl inh 3 and bovine MsrA act 5.
Screening CC(=O)c1ccc(NC(=S)N2CCCCCC2)cc1 returned eLon inh -3, MsrA inh 1.5, CSN deneddyl inh 1, Neddylation inh inactive, FAS-TE inh -1, Tb MetRS inh -0.5, MLLE-PAM2 inh -37, Rin1 Abl inh -1 and bovine MsrA act -4.
Screening COc1ccc(CCNS(=O)(=O)c2ccc3c(c2)CC(C)N3C(C)=O)cc1OC (stereo not drawn) returned eLon inh -6, MsrA inh -0.3, CSN deneddyl inh 4, Neddylation inh inactive, FAS-TE inh 3, Tb MetRS inh -0.2, MLLE-PAM2 inh 0, Rin1 Abl inh 1 and bovine MsrA act -1.
For O=C1CC(N2CCC(c3nc4ccccc4o3)CC2)C(=O)N1Cc1cccs1 (stereo not drawn) the results were eLon inh 0, MsrA inh -0.6, CSN deneddyl inh 6, Neddylation inh inactive, FAS-TE inh 1, Tb MetRS inh -0.7, MLLE-PAM2 inh -5, Rin1 Abl inh 2 and bovine MsrA act -4.
Screening CN(C(=O)COC(=O)c1cc(=O)[nH]c2ccccc12)C1CCCCC1 returned eLon inh -7, MsrA inh 1.6, CSN deneddyl inh 0, Neddylation inh inactive, FAS-TE inh 0, Tb MetRS inh -0.3, MLLE-PAM2 inh 4, Rin1 Abl inh 2 and bovine MsrA act -8.
COc1ccc(OCCCC(=O)OC(C)C(=O)Nc2ccccc2[N+](=O)[O-])cc1 (stereo not drawn) was read as eLon inh 2, MsrA inh -1.1, CSN deneddyl inh 0, Neddylation inh inactive, FAS-TE inh 10, Tb MetRS inh -0.2, MLLE-PAM2 inh 9, Rin1 Abl inh 3 and bovine MsrA act -6.
`COC(=O)c1sccc1S(=O)(=O)Nc1ccc(S(N)(=O)=O)cc1` gave eLon inh -1, MsrA inh -1.4, CSN deneddyl inh -2, Neddylation inh inactive, FAS-TE inh -5, Tb MetRS inh 0.2, MLLE-PAM2 inh 2, Rin1 Abl inh 1 and bovine MsrA act 0.
For Fc1ccc(-c2ccnc3nc(N4CCOCC4)nn23)cc1 the results were eLon inh -3, MsrA inh 2.6, CSN deneddyl inh -3, FAS-TE inh -9, Tb MetRS inh -0.6, MLLE-PAM2 inh -1, Rin1 Abl inh -4 and bovine MsrA act -4.
`COc1ccc(CC(=O)N2CCNC2=O)cc1` gave eLon inh 5, MsrA inh 2.5, CSN deneddyl inh 2, Neddylation inh inactive, FAS-TE inh -8, Tb MetRS inh 0.3, MLLE-PAM2 inh 18, Rin1 Abl inh -3 and bovine MsrA act -1.
COc1ccccc1C(=O)Nc1c2c(nn1-c1ccc(Cl)cc1)CS(=O)(=O)C2 was read as eLon inh 8, MsrA inh 0.3, CSN deneddyl inh 4, Neddylation inh inactive, FAS-TE inh -3, Tb MetRS inh 0.3, MLLE-PAM2 inh -4, Rin1 Abl inh 0 and bovine MsrA act -1.
Screening O=C(CC1CC2CCC1C2)OCC(=O)c1c[nH]c2ccccc12 (stereo not drawn) returned eLon inh -2, MsrA inh 0.5, CSN deneddyl inh 4, Neddylation inh inactive, FAS-TE inh 26, Tb MetRS inh 1.9, MLLE-PAM2 inh -10, Rin1 Abl inh 0 and bovine MsrA act 0.
Screening O=c1[nH]c(C(Cl)Cl)nc2sc3c(c12)CCN(Cc1ccccc1)C3 returned eLon inh -41, MsrA inh -0.1, CSN deneddyl inh -4, Neddylation inh inactive, FAS-TE inh 22, Tb MetRS inh 0.1, MLLE-PAM2 inh 11, Rin1 Abl inh 2 and bovine MsrA act -4.
Screening O=C(CSc1nc(-c2ccco2)cc(C(F)(F)F)n1)N1CCN(Cc2ccccc2)CC1 returned eLon inh 7, MsrA inh 0.0, CSN deneddyl inh 5, Neddylation inh inactive, FAS-TE inh 18, Tb MetRS inh -0.2, MLLE-PAM2 inh -12, Rin1 Abl inh -3 and bovine MsrA act 3.
Screening COC(=O)C1(C)NC(c2ccc(O)cc2)C2C(=O)N(c3ccc4c(c3)OCCO4)C(=O)C21 (stereo not drawn) returned eLon inh -5, MsrA inh -1.1, CSN deneddyl inh 1, Neddylation inh inactive, FAS-TE inh -6, Tb MetRS inh 0.7, MLLE-PAM2 inh -8, Rin1 Abl inh 3 and bovine MsrA act -1.

3 compounds from above, ordered by heavy-atom count, smallest number first:
`COC(=O)c1sccc1S(=O)(=O)Nc1ccc(S(N)(=O)=O)cc1` gave eLon inh -1, MsrA inh -1.4, CSN deneddyl inh -2, Neddylation inh inactive, FAS-TE inh -5, Tb MetRS inh 0.2, MLLE-PAM2 inh 2, Rin1 Abl inh 1 and bovine MsrA act 0.
Screening CN(C(=O)COC(=O)c1cc(=O)[nH]c2ccccc12)C1CCCCC1 returned eLon inh -7, MsrA inh 1.6, CSN deneddyl inh 0, Neddylation inh inactive, FAS-TE inh 0, Tb MetRS inh -0.3, MLLE-PAM2 inh 4, Rin1 Abl inh 2 and bovine MsrA act -8.
Screening COc1ccc(CCNS(=O)(=O)c2ccc3c(c2)CC(C)N3C(C)=O)cc1OC (stereo not drawn) returned eLon inh -6, MsrA inh -0.3, CSN deneddyl inh 4, Neddylation inh inactive, FAS-TE inh 3, Tb MetRS inh -0.2, MLLE-PAM2 inh 0, Rin1 Abl inh 1 and bovine MsrA act -1.

Screening results (PubChem)
